Assay outcomes as filed in PubChem.
All columns: NCI-60 one-dose screen, growth in % after 48 h at 10 µM unless noted; 100 = growth as untreated, 0 = no growth, -100 = all killed.
SN12C: SN12C renal cancer cells; hit rate 3.8% among 81,000; AID 1794767
U251: U251 CNS tumor cells | hit rate 5.4% among 80,000
TK-10: TK-10 renal cancer cells | AID 1794769 | hit rate 3.9% among 81,000
786-0: 786-0 renal cancer cells; hit rate 5.1% among 81,000
UO-31: UO-31 renal cancer. hit rate 5.2% among 81,000
SF-268: SF-268 CNS cancer cells; hit rate 3.1% among 82,000; AID 1794759
SF-295: SF-295 CNS cancer cells; AID 1794758; hit rate 5.6% among 79,000
CAKI-1: CAKI-1 renal cancer; hit rate 4.7% among 75,000; AID 1794772
Starred values were filed as active, the others as inactive; / = no result given; & = joins results of further samples; [ ] = remark or other dose. How the source made its calls: active means growth percent below 10; inactive means the rest. Hits appear at their usual frequency; overall some 9.2% were active at least once.

SMILES	SN12C	U251	TK-10	786-0	UO-31	SF-268	SF-295	CAKI-1
O=C1OC(C(O)CO)C(O)=C1Nc1ccc(S(=O)(=O)c2ncc(NC3=C(O)C(C(O)CO)OC3=O)s2)cc1 (stereo not given)	89	103	109	97	89	91	99	99
O=[N+]([O-])c1ccc(C(Cl)=C(Cl)Cl)cc1	101	104	110	101	84	130	115	102
CC(C)N1C(=O)/C(=c2\sc3n(c2=O)NC2C(N=3)N(C)C(=O)N2C)c2ccccc21 (stereo not given)	99	101	113	101	78	95	101	69
Cc1cc2nnc(SCC(=O)c3ccccc3)n2c(SCc2ccccc2)n1	94	89	107	98	76	98	97	91
Cc1cc(Nc2nc(N3CCOCC3)nc3ccccc23)n[nH]1	60	/	47	50	35	64	73	9.9*
COc1ncnc2nc[nH]c12	99	108	102	104	101	106	105	105
CNc1ccccc1	98	99	102	98	71	95	103	94
Cn1c(=O)c2c(nc3n(-c4ccccc4)c(O)cn23)n(C)c1=O	99	/	161	95	90	102	104	84
CC(=O)[C@H]1CCC/C=C/[C@@H]2C[C@H](O)C[C@H]2[C@H](O)/C=C/C(=O)O1	9.7*	21	31	-48*	1.2*	12	3.0*	-16*
Nc1ccc(C2=NN(C(=O)c3cc(-c4ccc(Cl)cc4)nc4ccccc34)C(c3ccc(Cl)cc3)C2)cc1 (stereo not given)	57	32	55	26	48	55	18	/
CCO/C=C1\SC(=S)N(c2ccccc2OC)C1=O	98&100	99&100	102&107	92&105	84&91	97	117&101	95&97
O=C(Cc1ccccc1)Nc1ccccc1	103	99	104	106	88	99	106	102
CCCn1cnc2c(SCc3ccccc3Cl)nc(N)nc21	106	44	83	84	86	75	65	66
NC(CCc1nc2ccccc2c(=O)[nH]1)C(=O)O (stereo not given)	97	97	102	101	87	106	104	88
CC1(C)CC(=O)c2c(ccc(C(=O)C[C@H](N)CO)c2N)O1	33	15	79	78	43	34	43	20
Nc1nc(Nc2cc(Cl)ccc2O)nc(-c2ccccc2)n1	101	87	123	99	87	101	104	80
Cc1ccc(O)c[n+]1[O-]	100	99	112	100	86	106	97	95
c1ccc(NN=C(c2ccccc2)c2ccccc2)cc1	83	91	120	93	59	88	95	54
CC(=O)NC(CCc1ccc(Cl)c(Cl)c1)c1cccc(O)c(=O)c1 (stereo not given)	12	14	26	10	-21*	8.6*	-22*	0.0*
CCOc1ccc(N=Nc2sc(=O)[nH]c2S)cc1	90	94	143	/	84	102	101	95
Cc1ccc(-c2csc(C3=C(O)CN(CCCO)C3=N)n2)cc1	140	106	118	115	84	101	103	88
Cc1cc(C(C)(C)C)cc(C)c1[N+](=O)[O-]	108	100	111	/	95	99	109	97
CC(C)(C)C(=O)O[C@@H]1[C@H](OC(=O)C(C)(C)C)[C@@H](CO)O[C@H]1n1c(=O)cc(N)[nH]c1=O	100	105	98	103	84	92	100	91
COC(=O)C(C(=O)OC)C(CC(=O)c1ccc(Br)cc1)c1ccccc1 (stereo not given)	102	98	110	95	89	105	92	83
CN(C)C(=S)SCc1cccs1	102	101	99	103	99	109	109	92
CNC(=O)c1cc(Oc2ccc3nc(Nc4ccc(Cl)c(C(F)(F)F)c4)ccc3c2)ccn1	71	57	54	85	58	67	66	93
CS(=O)(=O)c1ccc(C(=O)N2N=C(c3ccccc3)CC2c2ccc(F)cc2)cc1 (stereo not given)	101	88	106	100	80	98	96	78
O=C(O)c1ccc(-n2cc(/C=N/NCc3ccccc3)c(-c3cc4ccccc4oc3=O)n2)cc1	100	123	115	98	79	112	/	81
O=c1oc2ccccc2cc1C1=NN=C(SCc2ccccc2)SC1	103	92	108	95	74	97	99	87
COc1ccc(OC)c(C2C3=C(CC(C)(C)CC3=O)N(c3ccc(Cl)c(Cl)c3)C3=C2C(=O)CC(C)(C)C3)c1	102	103	112	106	94	109	73	100
Cc1nc(Nc2ccc(NC(=S)Nc3ccccc3)cc2)nc2nc(NCc3ccccc3)[nH]c(=O)c12	84	92	156	100	87	80	129	/
Brc1ccc2[nH]c3c(Br)cc(Br)cc3c2c1	91	98	101	95	59	104	94	92
NS(=O)(=O)c1cccc(NC(=O)CSc2ccc(-c3ccccc3)nn2)c1	93	70	121	86	106	124	99	97
CC(C)C(C(=O)O)N1C(=O)/C(=C/c2ccc(O)c(O)c2)SC1=S (stereo not given)	106	100	/	95	90	102	103	97
O=[N+]([O-])c1ccc(Cl)cc1/C=N\Nc1ccccn1	89	83	64	66	52	76	92	60
CCOC(=O)c1ccc2c(c1)nc(/C=C/c1ccc(Cl)cc1)c(=O)n2-c1cc(C(C)(C)C)[nH]n1	84	87	94	74	68	70	/	81
Cc1ccc(N(CC(=O)O)S(=O)(=O)c2ccccc2)c(C)c1Cc1cccc(Br)c1	115	105	114	109	92	106	110	102
Clc1cc(Cl)ncn1	107	104	96	104	92	106	103	/
COc1cccc(NC(=O)c2sc3nc(C)c(C(=O)c4ccccc4)cc3c2N)c1	94	83	102	89	93	88	67	63
OCC(O)C(O)C(O)C(O)C(O)C(/C=N/Nc1ccccc1)=N/Nc1ccccc1 (stereo not given)	93	87	101	96	65	73	83	88
CC(O)CC1CCCC(CC(C)O)N1 (stereo not given)	100	104	97	97	82	100	91	96
CCOP(=O)(OCC)c1nc(CNC(=O)/C(=C\c2ccccc2)NC(=O)c2ccccc2)oc1N1CCCCC1	100	105	101	101	84	97	100	99
O=c1[nH]c(=S)[nH]c(=O)n1Cc1ccc2c(c1)OCO2	102	96	/	103	96	102	81	105
Cc1ccc(/C=C/c2c(C(=O)c3ccccc3)c(=O)[nH]c3ccccc23)cc1	88	93	91	101	75	96	100	88
N#CC(C#N)C(C#N)C#N	100	94	/	101	89	104	102	/
O=C(Nc1ccc2[nH]c(=S)sc2c1)Nc1ccccc1F	98	97	138	93	71	98	98	108
C=CCNC(=S)Nc1cccc(Cl)c1	108	96	109	109	92	106	101	94
CCOC(=O)c1cnn(CC(O)c2ccccc2)c1NC(=O)c1ccc(F)cc1 (stereo not given)	94	95	105	104	87	101	99	85
COc1ccc(NC(=O)Nc2sc3c(c2C#N)CCCC3)cc1	105	104	107	100	80	101	107	96
CCOC(=O)CC(=O)c1cc(OC)c(OC)c(OC)c1	97	101	98	97	91	102	101	100

A draw from above in order of SMILES length, lowest first.
SMILES	SN12C	U251	TK-10	786-0	UO-31	SF-268	SF-295	CAKI-1
COc1ncnc2nc[nH]c12	99	108	102	104	101	106	105	105
COc1cccc(NC(=O)c2sc3nc(C)c(C(=O)c4ccccc4)cc3c2N)c1	94	83	102	89	93	88	67	63
Cc1ccc(N(CC(=O)O)S(=O)(=O)c2ccccc2)c(C)c1Cc1cccc(Br)c1	115	105	114	109	92	106	110	102

Later entries
SMILES	SN12C	U251	TK-10	786-0	UO-31	SF-268	SF-295	CAKI-1
C=C(C)[C@@H]1CC[C@]2(C(=O)N[C@H](C)C(=O)O)CC[C@]3(C)[C@H](CC[C@@H]4[C@@]5(C)Cc6c([nH]c7ccccc67)C(C)(C)[C@@H]5CC[C@]43C)[C@@H]12	67	68	102	81	54	79	79	61
COc1cc(O)cc(C)c1C(=O)O[C@H]1[C@@H](O)[C@H](n2ccc(=O)n(C)c2=O)O[C@@H]1CO	92	99	86	95	87	103	93	92
c1ccc(CN(Cc2ccccc2)N(Cc2ccccc2)Cc2ccccc2)cc1	89	65	98	95	93	93	75	80
C/C(=N\Nc1ncc(-c2ccc(Cl)cc2)s1)c1cc2ccccc2o1	96	97	145	102	70	107	103	91
Cc1[nH]nc2c1C(c1cc([N+](=O)[O-])cs1)C(C#N)=C(N)O2 (stereo not given)	83	72	104	90	55	76	84	89
COC(=O)c1ccccc1C(=O)c1c(C)cc(C)cc1C	100	91	88	104	93	102	102	96
COc1ccc2c(c1)OS(=O)(=O)NC2c1nnc(-c2ccccc2)o1 (stereo not given)	93	104	107	95	67	99	98	94
C=CCCCCCCCCCC(C(=O)O)C(=O)O	101	96	89	93	85	100	103	81
COC(=O)CNC(=O)c1cccc(-c2cc(=O)c3c(OC)c(OC)c(OC)cc3o2)c1	104	106	109	104	86	101	101	102
CC(C)(C)C(=O)OCOP(=O)(OCOC(=O)C(C)(C)C)C1CC(O)N(O)C1=O (stereo not given)	12	6.7*	64	15	19	13	67	/
O=[N+]([O-])c1cccc(OCCCCOc2ccccc2)c1	101	/	93	96	79	109	103	93
NCCCN1CCCC1=O	98	108	100	105	96	113	111	109
COc1ccc(-c2ccc(NC(=O)Nc3ccccc3)c(C)n2)cc1	100	103	104	100	89	103	101	/
Cc1ccc2c(NCCCN(C)C)c3c(C)nn(C)c3nc2c1	43	/	28	37	26	33	30	15
Nc1n[nH]c2ccc([C@@H]3Nc4c(F)cc5[nH]ncc5c4[C@H]4C5CCC(C5)[C@@H]34)cc12 (stereo not given in full)	23	14	61	40	28	36	/	17
CCCNc1nc2ccccc2c2c(=O)c3cc(F)ccc3sc12	95	90	92	84	97	76	95	78
CC(C)c1ccc(C(=O)Nc2nc3ccc(O)cc3s2)cc1	39	58	70	0.5*	22	52	-36*	-5.7*
CCC(C)NC(=O)c1cccc(C)c1 (stereo not given)	105	100	115	117	99	105	109	97
CC1(C)CC[C@]2(C(=O)NCCCNCCCCNCCCN)CC[C@]3(C)C(=CC[C@@H]4[C@@]5(C)Cc6c([nH]c7ccccc67)C(C)(C)[C@@H]5CC[C@]43C)[C@H]2C1	91	89	97	89	71	113	98	78
O=C(O[C@@H]1Cc2c(O)cc(O)cc2O[C@@H]1c1cc(O)c2c(c1)OCO2)c1cc(O)c2c(c1)OCO2	101	96	87	102	80	98	102	95

Reformatted bar-delimited: part of the list above.
SMILES | SN12C | U251 | TK-10 | 786-0 | UO-31 | SF-268 | SF-295 | CAKI-1
CCO/C=C1\SC(=S)N(c2ccccc2OC)C1=O | 98&100 | 99&100 | 102&107 | 92&105 | 84&91 | 97 | 117&101 | 95&97
O=C(Cc1ccccc1)Nc1ccccc1 | 103 | 99 | 104 | 106 | 88 | 99 | 106 | 102
CCCn1cnc2c(SCc3ccccc3Cl)nc(N)nc21 | 106 | 44 | 83 | 84 | 86 | 75 | 65 | 66
NC(CCc1nc2ccccc2c(=O)[nH]1)C(=O)O (stereo not given) | 97 | 97 | 102 | 101 | 87 | 106 | 104 | 88
CC1(C)CC(=O)c2c(ccc(C(=O)C[C@H](N)CO)c2N)O1 | 33 | 15 | 79 | 78 | 43 | 34 | 43 | 20
Nc1nc(Nc2cc(Cl)ccc2O)nc(-c2ccccc2)n1 | 101 | 87 | 123 | 99 | 87 | 101 | 104 | 80
Cc1ccc(O)c[n+]1[O-] | 100 | 99 | 112 | 100 | 86 | 106 | 97 | 95
c1ccc(NN=C(c2ccccc2)c2ccccc2)cc1 | 83 | 91 | 120 | 93 | 59 | 88 | 95 | 54
CC(=O)NC(CCc1ccc(Cl)c(Cl)c1)c1cccc(O)c(=O)c1 (stereo not given) | 12 | 14 | 26 | 10 | -21* | 8.6* | -22* | 0.0*
CCOc1ccc(N=Nc2sc(=O)[nH]c2S)cc1 | 90 | 94 | 143 | / | 84 | 102 | 101 | 95
Cc1ccc(-c2csc(C3=C(O)CN(CCCO)C3=N)n2)cc1 | 140 | 106 | 118 | 115 | 84 | 101 | 103 | 88
Cc1cc(C(C)(C)C)cc(C)c1[N+](=O)[O-] | 108 | 100 | 111 | / | 95 | 99 | 109 | 97
CC(C)(C)C(=O)O[C@@H]1[C@H](OC(=O)C(C)(C)C)[C@@H](CO)O[C@H]1n1c(=O)cc(N)[nH]c1=O | 100 | 105 | 98 | 103 | 84 | 92 | 100 | 91
COC(=O)C(C(=O)OC)C(CC(=O)c1ccc(Br)cc1)c1ccccc1 (stereo not given) | 102 | 98 | 110 | 95 | 89 | 105 | 92 | 83
CN(C)C(=S)SCc1cccs1 | 102 | 101 | 99 | 103 | 99 | 109 | 109 | 92
CNC(=O)c1cc(Oc2ccc3nc(Nc4ccc(Cl)c(C(F)(F)F)c4)ccc3c2)ccn1 | 71 | 57 | 54 | 85 | 58 | 67 | 66 | 93
CS(=O)(=O)c1ccc(C(=O)N2N=C(c3ccccc3)CC2c2ccc(F)cc2)cc1 (stereo not given) | 101 | 88 | 106 | 100 | 80 | 98 | 96 | 78
O=C(O)c1ccc(-n2cc(/C=N/NCc3ccccc3)c(-c3cc4ccccc4oc3=O)n2)cc1 | 100 | 123 | 115 | 98 | 79 | 112 | / | 81
O=c1oc2ccccc2cc1C1=NN=C(SCc2ccccc2)SC1 | 103 | 92 | 108 | 95 | 74 | 97 | 99 | 87
COc1ccc(OC)c(C2C3=C(CC(C)(C)CC3=O)N(c3ccc(Cl)c(Cl)c3)C3=C2C(=O)CC(C)(C)C3)c1 | 102 | 103 | 112 | 106 | 94 | 109 | 73 | 100
Cc1nc(Nc2ccc(NC(=S)Nc3ccccc3)cc2)nc2nc(NCc3ccccc3)[nH]c(=O)c12 | 84 | 92 | 156 | 100 | 87 | 80 | 129 | /
Brc1ccc2[nH]c3c(Br)cc(Br)cc3c2c1 | 91 | 98 | 101 | 95 | 59 | 104 | 94 | 92
NS(=O)(=O)c1cccc(NC(=O)CSc2ccc(-c3ccccc3)nn2)c1 | 93 | 70 | 121 | 86 | 106 | 124 | 99 | 97

Additional records follow.
SMILES	SN12C	U251	TK-10	786-0	UO-31	SF-268	SF-295	CAKI-1
COc1ccc(OC)c(C2OC(c3ccc4ccccc4c3O)=NN2C(C)=O)c1 (stereo not given)	81	83	81	82	63	80	/	88
O=C1NC(=O)C(c2c[nH]c3ccc(Br)cc23)=C1c1cccc2ccccc12	95	116	158	114	56	95	101	98
Clc1ccc(Nc2nnc(Cc3ccncc3)c3ccccc23)cc1	85	81	79	79	53	66	73	67
C[n+]1cc2cc(C(N)=O)[nH]c3c(=N)c(Cl)c(N)c1c23	54	62	74	49	81	65	74	80
O=c1[nH]c(=O)n(Cc2ccc(O)cc2)cc1F	103[50 µM]	97[50 µM]	/	91[50 µM]	86[50 µM]	97[50 µM]	96[50 µM]	92[50 µM]
